eLon inh = inhibits E. coli Lon protease; P0A9M0; purified E. coli Lon protease, fluorescence polarization; inhibition, % at 7.94 µM; hit rate 0.42% among 360,000; AID 602123; in the data active = inhibition above about 13%, passing the limit was not always enough;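 also: 0% = enzyme with probe and DMSO and 100% = no enzyme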
CSN deneddyl inh = CSN deneddylation inhibition. inhibition, % at 12.5 µM. hit rate 0.38% among 360,000. Q92905. Purified CSN, SCF-Nedd8-OG deneddylation, fluorescence polarization;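 active = pattern-corrected inhibition above about 35%, with an unprinted fluorescence ratio check between 0.5 and 1.5, limit read from the data, passing the limit was not always enough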;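 also: 0% = enzyme with substrate and 100% = substrate without enzyme; some results filed as inactive read as strong as hits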
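Assay system: purified human Csn5 enzyme expressed in HEK293T cells; measure: % inhibition; also added: SCFSkp2-Nedd8OG substrate at 10 nM final; technique: fluorescence polarization; times: reaction 90 min, room temperature; medium: Tris buffer pH 7.5, NaCl, DTT, Tween-20, trehalose, ovalbumin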
FAS-TE inh = FAS thioesterase (human) inhibition. recombinant FAS-TE, OMFH fluorogenic substrate, fluorescence endpoint. inhibition, % at 15 µM. hit rate 0.67% among 360,000. AID 602261;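 active = compounds whose normalised, plate-corrected inhibition of enzyme fluorescence in the single-dose primary screen is 50% or more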;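 also: 0% = DMSO with enzyme and 100% = substrate without enzyme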
Rpn11 inh = inhibitors of human proteasome Rpn11; O00487; human 26S proteasome, Ub4-pepOG fluorescence polarization; 20S core pre-blocked with epoxomicin; calls only at 20 µM; hit rate 0.59% among 360,000;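 active = inhibition at 20 µM, scaled to each plate's controls, above about 33%, limit read from the data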
MT1-MMP act inh = inhibitors of human MT1-MMP activation. hit rate 0.061% among 360,000. GFP/RFP ratio change, % at 20 µM. HT1080 RFP-PRO-GFP cells, GFP/RFP ratio fluorescence, overnight; percent of plate control window, DMSO zero. AID 651647;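 active = GFP/RFP ratio change of at least 30% with cell ATP level not reduced by more than half and red fluorescence within 50% of control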; also: strong numbers were not always called active
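Test system: HT1080 RFP-PRO-GFP cells; Benchmarks: DMSO and RFP-L50D-GFP cell wells; Timing: cells overnight before dosing, compound overnight, 37 °C, 5% CO2; Compound: one 20 µM compound dose with 1% DMSO; Read-out: GFP/RFP fluorescence ratio.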
MLLE-PAM2 inh = blocks PAM2 peptide binding to the PABP1 MLLE domain. AID 588489. hit rate 0.36% among 360,000. GST-MLLE / FITC-PAM2 fluorescence polarization. inhibition, % at 20 µM; in the data active = inhibition above about 35%, passing the limit was not always enough;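 also: plate controls were DMSO wells with GST-MLLE for no effect and wells lacking GST-MLLE protein for full effect; some results filed as inactive read as strong as hits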
MsrA act = activators of bovine methionine sulfoxide reductase A; activation, % at 10.6 µM; purified bovine MsrA, absorbance read-out; hit rate 0.3% among 360,000; in the data active = activation above about 7.5%;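 also: 0% = vehicle and 100% = reference activator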
MsrA inh = bovine MsrA inhibition. AID 651718. hit rate 0.75% among 360,000. inhibition, % at 15.5 µM. purified bovine MsrA, absorbance read-out; in the data active = inhibition above about 4.5%;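 also: 0% = vehicle wells with enzyme and 100% = reference inhibitor wells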
Rin1-Abl PPI inh = inhibitors of human Rin1-Abl protein interaction. P00519+Q13671. inhibition, % at 7.35 µM. AID 588664. hit rate 0.4% among 360,000. TR-FRET Rin1/Abl binding, biochemical; in the data active = inhibition above about 5%, passing the limit was not always enough
Starred values were filed as active, the others as inactive; i = inactive.

Values run as follows: eLon inh	CSN deneddyl inh	FAS-TE inh	Rpn11 inh	MT1-MMP act inh	MLLE-PAM2 inh	MsrA act	MsrA inh	Rin1-Abl PPI inh
- CC1Cc2ccccc2N1C(=O)c1ccc2c(c1)OCO2 (centres undefined)
→ 4	-3	-1	i	-1	-6	-1	-0.7	-2
- Cc1[nH]c(=O)[nH]c(=O)c1S(=O)(=O)NCCOC12CC3CC(CC(C3)C1)C2
→ -9	-1	-7	i	6	-2	0	-0.5	4
- CN1CCN(C(=O)c2ccc(N(Cc3ccc(Cl)cc3)S(C)(=O)=O)cc2)CC1
→ 10	0	-4	i	-3	1	0	-0.1	0
- NC(=O)CSc1nnc(NC(=O)c2ccc(Br)o2)s1
→ -11	0	-2	i	0	6	-7	4.6*	-1
- O=S1(=O)C=CC(Sc2nc3ccccc3[nH]2)C1 (centres undefined)
→ 0	-3	-2	i	2	1	-2	2.0	0
- O=C(Nc1ccc(F)c(F)c1)c1oc2ccccc2c1NC(=O)C1CCCO1 (centres undefined)
→ -3	-2	22	i	4	14	-1	0.1	4
- CN(C)CCCNc1oc(-c2ccc(Cl)cc2)nc1C#N
→ 3	0	-5	i	2	21	-2	1.1	-3
- CC(=O)Nc1cccc(NCC(=O)Nc2cc(S(=O)(=O)N3CCCCC3)ccc2Cl)c1
→ -8	4	-6	i	2	-11	-1	0.0	2
- CC(=O)N1C2CCCCC2S[C@H]2CCCCC21 (some centres undefined)
→ -9	3	-5	i	-3	4	-5	-0.6	2
- Clc1ccc(CSc2nnc(CN3CCOCC3)n2-c2ccccc2)cc1Cl
→ -4	1	14	i	-7	-2	2	0.0	-2
- CN(C)C(CNC(=O)c1cc2ccccc2o1)c1ccco1 (centres undefined)
→ -4	0	-9	i	-4	-7	-3	0.0	0
- O=C(O)CCc1c(C(=O)O)[nH]c2ccccc12
→ 3	-6	-4	i	3	16	-1	0.6	-2
- CCOc1ccccc1OCCn1nnc2ccccc21
→ -1	3	-4	i	-3	-8	-4	1.6	-3
- O=C1CC[C@@H](CN(Cc2ccccn2)Cc2nc(Cc3cccc(C(F)(F)F)c3)no2)N1
→ -7	0	-4	i	-1	15	3	-1.0	4
- CCOc1cc(C(=O)Nc2nnc(C)s2)cc(OCC)c1OCC
→ -7	-1	-5	i	2	16	-2	0.9	-1
- COc1cc(CCC(=O)Nc2ccc(C)c(S(=O)(=O)N(C)C)c2)cc(OC)c1OC
→ -5	-4	-8	i	-4	1	-4	-1.3	-1
- Cc1ccc(NC(=O)CC2=NC(=O)C(CC(=O)Nc3ccccc3F)S2)cc1 (centres undefined)
→ 11	2	2	i	-2	-19	-6	1.3	-2
- CCCCCCOc1ccc(/C(N)=N/O)cc1
→ -3	2	-67	i	-7	-8	1	0.6	-2
- Cc1ccc2[nH]c(=O)c(CNC(C)C)cc2c1
→ -6	7	-9	i	3	-17	-3	1.3	-4
- Cc1ccc(C(=O)O/N=C(\c2ccccc2)c2cccnc2)cc1
→ 9	5	19	i	3	5	-1	0.5	-1
- O=C(CC(=O)Nc1cccnc1)Nc1cccnc1
→ -5	-6	-4	i	9	-18	-3	1.7	2
- O=C(O)c1cc(S(=O)(=O)Nc2ccccc2C(=O)O)ccc1O
→ -5	-1	-2	i	-1	-3	-8	2.3	-1
- CCOC(=O)c1c(C)[nH]c(C(=O)COC(=O)c2ccccn2)c1C
→ -7	2	-8	i	0	-49	-1	-0.1	-1
- CCn1c(SCc2nc3sc(C(=O)O)c(C)c3c(=O)[nH]2)nc2ccccc21
→ -42	33	-3	i	-12	-30	-2	0.0	2
- COC(=O)c1[nH]c2ccc(C)cc2c1NC(=O)CN1CCN(C(=O)c2ccccc2)CC1
→ 3	5	-3	i	-2	-2	-4	0.2	-3
- Cc1cc(C)cc(OCC(=O)O/N=C(\N)Cc2ccc([N+](=O)[O-])cc2)c1
→ -1	2	36	i	2	-9	-1	-0.9	1
- CCc1cccc2c(C(=O)Cn3nnc(-c4ccc(OC)c(OC)c4)n3)c[nH]c12
→ -11	3	8	i	5	1	-4	0.2	1
- Cc1ccc(NC(=O)NC2CC(=O)N(c3ccc4c(c3)OCCO4)C2)cc1C (centres undefined)
→ 1	-4	1	i	-6	4	-7	-0.1	5
- CSc1ccccc1C(=O)OCC(=O)Nc1cccnc1Cl
→ 3	-1	-9	i	-2	-5	-3	0.6	-1
- CC(C)c1ccccc1NC(=S)NCc1ccccc1F
→ 6	-1	-3	i	-4	16	-9	-0.6	1

Part of the list above, reduced to Rin1-Abl PPI inh and eLon inh.
SMILES | Rin1-Abl PPI inh | eLon inh
CN1CCN(C(=O)c2ccc(N(Cc3ccc(Cl)cc3)S(C)(=O)=O)cc2)CC1 | 0 | 10
COc1cc(CCC(=O)Nc2ccc(C)c(S(=O)(=O)N(C)C)c2)cc(OC)c1OC | -1 | -5

Further entries follow.
Values run as follows: eLon inh	CSN deneddyl inh	FAS-TE inh	Rpn11 inh	MT1-MMP act inh	MLLE-PAM2 inh	MsrA act	MsrA inh	Rin1-Abl PPI inh
- CN(c1ccc(C(=O)N2CCc3ccccc3C2)cc1)S(C)(=O)=O
→ -9	-2	-4	i	-2	12	-3	-0.1	1
- Cc1ccc(C(C(=O)NC2CCCCC2)N(C(=O)Cc2c[nH]c3ccccc23)c2ccccc2C)o1 (centres undefined)
→ -8	-1	-3	i	-1	-10	-3	0.2	1
- C=CCc1ccccc1OCC(=O)N/N=C/c1ccccc1OCC
→ 1	-11	32	i	5	8	-2	0.1	0
- Cc1ccc(N2CCN(S(=O)(=O)N3CCCCC3)CC2)cc1Cl
→ 10	-11	25	i	0	-4	-3	-0.2	-3
- FC(F)(F)c1cccc(N2CCN(CC3CC4C=CC3C4)CC2)c1 (centres undefined)
→ -7	1	8	i	2	-5	-3	0.6	0
- Cc1ccccc1C(=O)OCn1nnc2ccccc2c1=O
→ 1	-3	11	i	1	-1	-3	-0.1	-5
- CCCCN(C(=O)c1ccc(N2CCCC2=O)cc1)c1c(N)n(CC(C)C)c(=O)[nH]c1=O
→ -2	-3	-3	i	-1	-19	-2	0.2	1
- COc1ccc(-n2c(SCC(=O)Nc3ccc4c(c3)OCO4)nc3c(c2=O)SCC3)cc1
→ -6	-3	7	i	-8	1	-2	1.9	0
- COc1ccc(CCNC(=O)C(=O)NCC2OCCN2S(=O)(=O)c2ccc(OC)c(OC)c2)cc1 (centres undefined)
→ -10	1	-8	i	2	-14	-5	0.3	3
- CCc1nnc(NC(=O)CCN2C(=O)C3CCCCC3C2=O)s1 (centres undefined)
→ 10	4	-5	i	1	8	-7	-1.3	-1
- C/C(CC(=O)Nc1ccccn1)=N\NC(=O)Cc1cccc2ccccc12
→ -4	5	-4	i	-1	7	-3	-0.4	5
- CC(C)(C)OC(=O)NCCCCCNC(=O)c1[nH]cnc1C(=O)NC1CCN(C(=O)OC(C)(C)C)CC1
→ -10	-1	20	i	3	6	2	-0.4	2
- Cc1cccc(C)c1NC(=O)CSc1nnc(C)n1-c1ccccc1
→ -3	-2	-4	i	8	2	-2	-1.4	2
- CCc1nc(N2CCN(C(C)=O)CC2)c2c3c(sc2n1)CC(C(C)(C)C)CC3 (centres undefined)
→ -3	-3	28	i	-9	8	-1	0.4	1
- CC(=O)Nc1ccc(NC(=O)CSc2ccc(C(F)(F)F)cc2[N+](=O)[O-])cc1
→ -6	-5	-5	i	3	5	-7	-0.8	2
- CC[C@H](C)[C@H](NC(N)=O)C(=O)Nc1ccc(OC)c(Cl)c1
→ -6	1	-3	i	4	-1	-2	0.2	-1
- COc1ccc(OC)c(C(c2nnnn2C2CCCC2)N2CCc3ccccc3C2)c1 (centres undefined)
→ -7	7	17	i	-7	6	-11	-0.1	0
- C=C(C)C1(O)OC(=O)C=C1OC (centres undefined)
→ -5	0	-1	i	0	15	0	0.5	-2
- COC(=O)Cc1ccc(OC2(C)CCN(Cc3ccc(-c4ccccn4)cc3)C2)cc1 (centres undefined)
→ -1	1	3	i	-3	-2	-1	0.3	-1
- C/C(=N\NC(=O)COc1ccccc1-c1ccccc1)c1ccccn1
→ -7	-6	16	i	10	-3	-10	-0.8	0
- Cc1ccc(C(=O)N2CCN(c3ccccc3F)CC2)cc1S(=O)(=O)N1CCOCC1
→ -7	-1	-8	i	2	16	-10	0.6	-1
- CCOC(=O)N1CCC(Nc2c(NCCCN3CCN(C4CCCCC4)CC3)c(=O)c2=O)CC1
→ 3	-5	-14	i	4	2	-5	-0.1	4
- CC(=O)N1N=C(c2ccc(C)o2)CC1c1ccc(Br)cc1 (centres undefined)
→ -4	0	3	i	-3	0	-12	1.6	5

In the list so far, these have an aryl thioether with sulfur outside any ring:
Values run as follows: eLon inh	CSN deneddyl inh	FAS-TE inh	Rpn11 inh	MT1-MMP act inh	MLLE-PAM2 inh	MsrA act	MsrA inh	Rin1-Abl PPI inh
- NC(=O)CSc1nnc(NC(=O)c2ccc(Br)o2)s1
→ -11	0	-2	i	0	6	-7	4.6*	-1
- O=S1(=O)C=CC(Sc2nc3ccccc3[nH]2)C1 (centres undefined)
→ 0	-3	-2	i	2	1	-2	2.0	0
- Clc1ccc(CSc2nnc(CN3CCOCC3)n2-c2ccccc2)cc1Cl
→ -4	1	14	i	-7	-2	2	0.0	-2
- CCn1c(SCc2nc3sc(C(=O)O)c(C)c3c(=O)[nH]2)nc2ccccc21
→ -42	33	-3	i	-12	-30	-2	0.0	2
- CSc1ccccc1C(=O)OCC(=O)Nc1cccnc1Cl
→ 3	-1	-9	i	-2	-5	-3	0.6	-1
- COc1ccc(-n2c(SCC(=O)Nc3ccc4c(c3)OCO4)nc3c(c2=O)SCC3)cc1
→ -6	-3	7	i	-8	1	-2	1.9	0
- Cc1cccc(C)c1NC(=O)CSc1nnc(C)n1-c1ccccc1
→ -3	-2	-4	i	8	2	-2	-1.4	2
- CC(=O)Nc1ccc(NC(=O)CSc2ccc(C(F)(F)F)cc2[N+](=O)[O-])cc1
→ -6	-5	-5	i	3	5	-7	-0.8	2

Compound activity from PubChem.
